High-throughput results: PubChem BioAssay, several laboratories
TNF necrop inh – TNF-alpha cell death inhibition in Jurkat FADD-/- cells | Jurkat FADD-/- TNF necroptosis rescue, ATP luminescence, 24 h; 0 = TNF only, 100 = no-TNF cells | activation (protection from cell death), % at 10 µM | actives 0.068% (n = 220,000);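 active = activation, meaning protection from cell death, of at least 50% relative to plate controls; inactive = activation below 50%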;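 note: necroptosis triggered by 40 ng/mL TNF-alpha added together with compound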
EBV gp42 block – EBV gp42 inhibition; inhibition, % (tested at 21.74 µM); actives 0.42% (n = 220,000); Fluorescence polarization binding assay, mP read-out; in the data active = inhibition above about 50%
Cl transport mod – modulates chloride dependent transport by human KCC2; KCC2 cells, thallium flux FluoZin-2 fluorescence; B-score of Tl+ flux slope (higher = more flux/activation; lower = inhibition) at 10 µM; actives 2.2% (n = 190,000); AID 1456;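 active = thallium flux slope and its plate-corrected score both differing from the plate sample mean at a set confidence after two filtering rounds, in either direction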;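 note: slope of fluorescence scaled to starting intensity during 10 to 20 s after thallium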
m-calpain inh – blocks pig calpain II enzyme activity; purified calpain II, fluorogenic peptide substrate, 30 min; inhibition, % at 16 µM; actives 0.37% (n = 220,000);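 active = inhibition above about 50%, limit read from the data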
eIF4E 4G PPI – inhibitors of eIF4E and eIF4G interaction in translation initiation; actives 0.37% (n = 220,000); AID 782; TR-FRET eIF4E-eIF4GI(517-606) binding, 2 h; inhibition, % at 21.7 µM;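 active = inhibition above about 30%, limit read from the data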;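 note: 0% = full FRET control wells and 100% = background wells lacking eIF4GI fragment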
PERK inh – blocks human PERK kinase. Q9NZJ5. CHO PERK-DD fusion, SEAP luminescence translation reporter. inhibition, % at 5.6 µM. actives 0.17% (n = 220,000). AID 1416;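 active = inhibition above the mean inhibition of all tested compounds plus 3 SD, set separately per screening campaign, cut at about 2.9% in these data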;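 note: PERK kinase domain activated by AP20187 dimerizer at 100 nM; 0% = DMSO with dimerizer and 100% = rapamycin at 8.4 µM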
Rad51 HR inh – Rad51 (human) homologous recombination inhibition; hRad51 DNA strand exchange, fluorescence dequenching; inhibition, % at 10 µM; actives 0.085% (n = 200,000); AID 1385;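 active = inhibition above 40% at the single screening dose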;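 note: 0% = DMSO control wells and 100% = blanks with heterologous ssDNA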
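Test system – preformed human Rad51 ssDNA filaments · Reagent – Donor/quencher-labelled 47-bp dsDNA substrate · Incubation – 37 °C 15-min filament assembly, 30-min compound preincubation, 15-min exchange · Signal – FRET fluorescence dequenching, excitation 485 nm, emission 520 nm · Read-out – percent inhibition from fluorescence, normalised to plate control and blank means · Benchmarks – plate control and blank wells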
Mdm2 ligase inh – Mdm2 E3 ligase (human) inhibition; signal enhancement, % at 5 µM; actives 0.11% (n = 210,000); AID 1230; Q00987; cell-based MDM2 ubiquitination luciferase reporter, 2 h; 0 = plate control, 100 = twice control, blank-subtracted;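 active = signal enhancement of 30% or more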;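 note: luminescence tracks abundance of the self-degrading MDM2-luciferase fusion protein; higher signal means inhibition of MDM2 E3 ligase activity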
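Assay system: mammalian cells stably expressing self-ubiquitinating, self-degrading MDM2 E3–luciferase fusion. Quantity: 2000 cells in each well. Medium: DMEM culture medium. Compound dosing: single-point 5 µM. Timing: cell settling 4 h, compound treatment 2 h, both 37 °C. Technique: luciferase luminescence. Read-out basis: percent signal gain over controls, blank-subtracted. Benchmarks: plate controls and plate blanks.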
zVAD death inh – L929 zVAD cell death inhibition. viability rescue, % at 10 µM. L929 zVAD necroptosis rescue, ATP luminescence, 24 h; with zVAD 60 µM. AID 1377. actives 0.38% (n = 220,000);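 active = activation, scaled between plate controls, above about 75%, limit read from the data; inactive = activation under that limit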;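 note: 0% = zVAD with DMSO and 100% = DMSO alone without zVAD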
Active calls of the source: *; i = inactive; . = not tested or not shown; [ ] = remark or other dose.

1) COc1ccc(N2CCN(C(=O)c3ccccc3)CC2)c([N+](=O)[O-])c1
2) COc1cc2nc(CN3CCN(C(c4ccccc4)c4ccccc4)CC3)[nH]c(=O)c2cc1OC
3) COc1ccc(C(CCNCc2ccccc2F)c2ccc(F)cc2)cc1 (stereo unspecified)
4) CC(C)(C)c1ccc(Oc2ccc(NC(=O)C3CC=CCC3C(=O)O)cc2)cc1 (stereo unspecified)
5) COc1cccc(-n2c(=O)c3cc(OC)c(OC)cc3n(CC(=O)Nc3cc(C)[nH]n3)c2=O)c1
6) COc1ccc(CN2CC(C(=O)NCc3ccc4c(c3)OCO4)CC2=O)cc1 (stereo unspecified)
7) CC(C)NS(=O)(=O)c1ccc(CCC(=O)N2CCOCC2)cc1
8) COCCNC(=O)CSc1ccccc1C(=O)NCC1CCCCC1

assay / entry	1	2	3	4	5	6	7	8
TNF necrop inh	-0.1	3.2	6.8	0.6	0.6	1.4	-1.0	0.0
EBV gp42 block	-9	-16	-18	6	-1	3	-26	-3
Cl transport mod	0.52	-0.49	-0.19	-0.64	-0.17	.	1.8	-0.16
m-calpain inh	10	-59	-2	-11	-15	16	-2	-7
eIF4E 4G PPI	1	-1	2	1	-13	12	3	3
PERK inh	0.8	0.9	-0.7	-0.5	-0.5	0.7	0.0	0.3
Rad51 HR inh	.	30	6	-4	12	2	0	-3
Mdm2 ligase inh	-6	.	2	8	-13	-25	0	-21
zVAD death inh	0.0	-0.8	-0.3	1.3	-0.2	-0.6	0.2	1.7

9) OC1(c2ccccc2Cl)NN=C2CCCCCN21 (stereo unspecified)
10) COc1ccc(S(=O)(=O)NC(C)C(=O)Nc2ccccc2C(F)(F)F)cc1 (stereo unspecified)
11) Cc1cccc(OCc2nnc(SCC(=O)Nc3sc(C)c(C)c3C#N)n2C)c1
12) O=C(Cn1cnc([N+](=O)[O-])c1)NCc1ccc(F)cc1
13) O=C(NCc1cccs1)c1cc(S(=O)(=O)N2CCCCC2)ccc1Cl
14) COc1cccc(-n2nnc3c(=O)n(Cc4cccc(F)c4)cnc32)c1
15) COc1cc(NC(=O)CN2C(=O)NC(C)(c3ccc4ccccc4c3)C2=O)c(C)cc1[N+](=O)[O-] (stereo unspecified)
16) COC(=O)c1ccccc1NC(=O)Cn1c(CCC(=O)O)ccc1-c1cccs1

assay / entry	9	10	11	12	13	14	15	16
TNF necrop inh	1.3	-0.4	-0.8	-1.0	0.7	-1.6	-0.1	-0.7
EBV gp42 block	-10	10	-4	-15	-10	-6	-13	-6
Cl transport mod	0.71	-0.52	-0.26	.	-0.81	-0.39	.	-0.3
m-calpain inh	1	31	-16	25	2	-16	-48	-13
eIF4E 4G PPI	-2	-12	4[fluorescence artefact?]	3	-5	3	-1	-1
PERK inh	0.3	-0.1	-1.0	1.1	-1.5	-0.4	-1.3	0.0
Rad51 HR inh	3	94*	5	.	-7	-4	-26	-3
Mdm2 ligase inh	-13	-12	-8	-2	-2	5	-12	-4
zVAD death inh	0.1	0.5	0.7	0.0	-0.4	-0.2	0.6	-0.3

17) O=C(Cc1cccs1)NCc1ccccc1F
18) Fc1ccc(NC(=S)Nc2ccc(F)c(Cl)c2)cc1Cl
19) Cc1cc(C(=O)CSc2nnc(Cc3ccccc3)o2)c(C)n1Cc1ccc2c(c1)OCO2
20) CCOC(=O)/C(C#N)=C/C=C1/C=CC=CN1C
21) OCCOCCn1c2ccccc2c2ccccc21
22) COCC(=O)Nc1ccc(-c2cn3cccnc3n2)cc1
23) Cn1c(CCCOc2ccc(Cl)cc2Cl)nnc1SCC(=O)Nc1nccs1
24) COc1ccc(/C=C2\SC(=O)N(CC(=O)NNC(=O)c3ccccc3O)C2=O)cc1

assay / entry	17	18	19	20	21	22	23	24
TNF necrop inh	6.2	-8.5	-2.0	0.5	-1.0	0.2	-3.8	1.3
EBV gp42 block	-20	2	-19	-22	-23	-17	-14	58*
Cl transport mod	0.12	-4.3*	-0.27	-0.89	0.44	0.65	.	-0.76
m-calpain inh	-11	26	2	5	-37	i	-2	-50
eIF4E 4G PPI	-4	0	-2	5	14	8	-35	8
PERK inh	1.0	0.3	-0.5	2.0	0.8	2.2	1.1	-0.1
Rad51 HR inh	-5	6	2	7	2	-4	.	-4
Mdm2 ligase inh	-17	-25	-1	-8	-13	-2	-11	-11
zVAD death inh	-0.1	0.4	0.1	0.2	-0.7	-0.2	0.3	0.9

25) NC(=O)[C@H]1CC2(CC(c3cccc(NC(=O)COc4ccc(Cl)cc4)c3)=NO2)CN1C(=O)c1ccc(Cl)cc1 (stereo partly specified)
26) CCC1(c2ccccc2)C(=O)NCNC1=O
27) Cc1ccccc1OCC(=O)N/N=C/c1sc(=O)n(Cc2cccc(C(=O)O)c2)c1Cl
28) CCCCn1c(=O)[nH]c2nc3cc(N)ccc3nc2c1=O
29) COC(=O)C1=C(O)C2(C(=O)O)CC(C(=O)OC)=C(O)C(C(=O)O)(C1)C2
30) O=C1[C@@H]2[C@H]3CC[C@H](C3)[C@@H]2C(=O)N1O
31) C/C(=C\C(=O)N1CCc2ccccc21)C(=O)O
32) COC(=O)CCc1sc(Nc2ccccc2)nc1-c1ccc(OC)cc1

assay / entry	25	26	27	28	29	30	31	32
TNF necrop inh	-13	1.2	1.4	1.2	0.2	4.6	-0.3	5.0
EBV gp42 block	-9	-12	-18	174*	-7	-20	6	-5
Cl transport mod	-1.5	0.41	0.0016	i	0.13	0.5	-0.1	0.015
m-calpain inh	-31	0	2	-16	-9	10	13	7
eIF4E 4G PPI	2	2	6	0[fluorescence artefact?]	-1	-2	2	7
PERK inh	.	1.2	-1.1	0.1	0.3	1.1	1.1	-0.2
Rad51 HR inh	-8	1	.	i	21	.	-3	-3
Mdm2 ligase inh	-7	.	-12	-7	0	-9	-10	-17
zVAD death inh	0.1	75*	1.4	0.0	0.8	0.2	0.0	2.6

33) CCc1ccc(-c2nc(CN3CCC(C(=O)NCCN(CC)c4ccccc4)CC3)c(C)o2)cc1
34) O=[N+]([O-])c1cc(S(=O)(=O)Nc2ccccc2)ccc1NCc1cccnc1
35) CCOC(=O)c1c(C)c(C(=O)NCCCN2CCCC2=O)c(C)n1CC
36) c1ccc(C2(c3ccccc3)OCC(Cn3cncn3)O2)cc1 (stereo unspecified)
37) Cc1ccccc1NC(NC(=O)OCCn1c([N+](=O)[O-])cnc1C)C(Cl)(Cl)Cl (stereo unspecified)
38) COc1ccc(C(CCNCc2ccc(OC(C)C)cc2)C(C)C)cc1 (stereo unspecified)
39) CC(C)NC[C@H](O)COc1cccc2[nH]ccc12
40) Cc1ccc(N2C(=O)C3N=NN(CC(=O)N4N=C(c5cccc6ccccc56)CC4c4ccccc4)C3C2=O)cc1 (stereo unspecified)

assay / entry	33	34	35	36	37	38	39	40
TNF necrop inh	-16	2.7	-1.6	-1.3	-0.8	-9.1	1.7	-0.4
EBV gp42 block	-5	5	-12	-10	-13	-8	-11	-35
Cl transport mod	1	-0.79	0.047	-0.59	-0.47	0.3	-0.16	.
m-calpain inh	-12	30	-4	-33	8	-2	-12	-162
eIF4E 4G PPI	3	-3	3	6	3	3	-26	2
PERK inh	-1.3	-0.1	1.0	0.1	-0.1	0.4	.	-0.1
Rad51 HR inh	-8	-2	-5	11	7	4	7	4
Mdm2 ligase inh	-30	-12	1	-22	-12	-12	6	.
zVAD death inh	8.8	0.1	-0.1	-0.3	0.0	6.4	-1.1	0.3

In the list so far, 5 contain a nitro group on carbon.
1) COc1ccc(N2CCN(C(=O)c3ccccc3)CC2)c([N+](=O)[O-])c1
12) O=C(Cn1cnc([N+](=O)[O-])c1)NCc1ccc(F)cc1
15) COc1cc(NC(=O)CN2C(=O)NC(C)(c3ccc4ccccc4c3)C2=O)c(C)cc1[N+](=O)[O-] (stereo unspecified)
34) O=[N+]([O-])c1cc(S(=O)(=O)Nc2ccccc2)ccc1NCc1cccnc1
37) Cc1ccccc1NC(NC(=O)OCCn1c([N+](=O)[O-])cnc1C)C(Cl)(Cl)Cl (stereo unspecified)

assay / entry	1	12	15	34	37
TNF necrop inh	-0.1	-1.0	-0.1	2.7	-0.8
EBV gp42 block	-9	-15	-13	5	-13
Cl transport mod	0.52	.	.	-0.79	-0.47
m-calpain inh	10	25	-48	30	8
eIF4E 4G PPI	1	3	-1	-3	3
PERK inh	0.8	1.1	-1.3	-0.1	-0.1
Rad51 HR inh	.	.	-26	-2	7
Mdm2 ligase inh	-6	-2	-12	-12	-12
zVAD death inh	0.0	0.0	0.6	0.1	0.0

The listing continues:
41) CC(=O)N1C(=O)N(C)C2C1N(C)C(=O)N2C(C)=O (stereo unspecified)
42) CN(C)/C=C/C(=O)c1cnc(-c2ccccc2)s1
43) COC(=O)C1=C(C)N(C)C(=S)NC1c1ccccc1 (stereo unspecified)
44) CC(C)CNC(=O)CCc1nc(-c2ccccc2)no1
45) O=C(N/N=C/C=C\c1ccccc1)c1cnccn1
46) COc1ccc(F)c(CN2CCC(CO)(Cc3cccc(C(F)(F)F)c3)CC2)c1
47) Cc1cc(=O)[nH]c(SCC(=O)Nc2ccc(F)c([N+](=O)[O-])c2)n1
48) CC(OC(=O)c1ccccc1OCc1ccc(Cl)cc1)C(N)=O (stereo unspecified)

assay / entry	41	42	43	44	45	46	47	48
TNF necrop inh	-0.3	0.6	3.8	0.9	0.4	1.1	-1.0	0.3
EBV gp42 block	-10	-7	-4	-3	-4	-8	1	4
Cl transport mod	.	-1.1	-0.024	0.043	.	.	-0.11	-0.89
m-calpain inh	-1	16	-2	-10	-4	15	-2	-9
eIF4E 4G PPI	-14	-4	-1	2	-3	2	3	-7
PERK inh	2.1	0.7	1.1	1.6	0.4	-0.6	0.8	0.8
Rad51 HR inh	-4	7	7	8	-2	-7	5	2
Mdm2 ligase inh	-17	-16	0	-15	-6	-11	-7	1
zVAD death inh	-0.4	12	0.7	-0.7	2.2	0.7	-1.1	62

49) Cc1c(Cl)ccc2c(C(N)=O)cc(-c3ccccn3)nc12
50) COc1ccccc1-n1cnnc1SCC(=O)N1CC(=O)Nc2ccccc21
51) CCOC(=O)C(C)Oc1ccsc1C(=O)OC (stereo unspecified)
52) CC(/C=N/NC(=O)c1ccccc1F)c1ccccc1 (stereo unspecified)
53) CC(=O)Nc1ccc2c(c1)ncn2-c1ccc(C)cc1
54) O=C(C1=C[C@@H](c2ccc3c(c2)OCO3)C[C@@H](OCCCCO)O1)N1CCN(Cc2ccc3c(c2)OCO3)CC1
55) Cc1ccccc1OCC(=O)N/N=C/C=C/c1ccccc1
56) C/C(=N\Nc1cccc([N+](=O)[O-])c1)c1ccccc1O

assay / entry	49	50	51	52	53	54	55	56
TNF necrop inh	0.9	1.6	0.1	2.0	-0.2	0.7	0.9	0.6
EBV gp42 block	5	3	-4	-15	-3	-1	1	-7
Cl transport mod	-0.15	1.3	.	-0.21	.	0.013	-1	-0.16
m-calpain inh	9	-17	-45	-2	-18	-5	-19	-3
eIF4E 4G PPI	2	-5	-2[fluorescence artefact?]	-3	-2	0	-1	-3
PERK inh	0.4	0.0	2.1	1.8	0.9	0.0	-0.1	0.4
Rad51 HR inh	.	1	-6	20	2	-10	27	.
Mdm2 ligase inh	-14	-10	2	.	-24	.	-3	.
zVAD death inh	4.1	1.5	-0.3	0.8	70	-0.2	2.0	3.2
